Compound activity: PubChem BioAssay, National Center for Advancing Translational Sciences (NCATS)
IP6K1 inh = Primary qHTS assay for small molecule inhibitors of Inositol hexaphosphate kinase 1 (IP6K1) | IP6K1 kinase, ADP-Glo luminescence, 2 h; hits give low values | 140,000 compounds, 0.81% hits | activity change, % (series mostly up to about 58 µM) | Inositol hexakisphosphate kinase 1 (Homo sapiens), Q92551; in the data active means activity change below about -25%
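ADP-Glo luminescence measures ADP made by human IP6K1 during a 2 h RT reaction with ATP/IP6 (mix at 1.3 mM/130 uM); top library doses 57.5 and 19.1 uM final.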
HEK293 tox = Cytotoxic Profiling in HEK 293 Cell Line of Diverse Libraries Using Quantitative High-Throughput Screening. Potency, µM (titrated, usually from 115 µM), without a hit: at the highest dose activity change, negative = cytotoxicity, actives largely listed as inhibitors. 94,000 compounds, 6.6% hits. HEK 293 viability, ATP luminescence (CellTiter-Glo), 48-72 h. AID 1345083, 2018; further: potency means the concentration at half of the fitted maximal effect; nearly all actives have a fitted effect of over 60% in size
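Luminescence from cellular ATP, measured with CellTiter-Glo, indicates HEK 293 viability. Cells plated at 250 cells/well are treated with compound for 48 or 72 hr at 37 degree Celsius before reagent addition.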
Luciferase inh = Firefly luciferase inhibition profiling of diverse chemical library using quantitative high-throughput screening; 76,000 compounds, 2.5% hits; purified P. pyralis luciferase, luminescence, biochemical; Potency, µM (doses to about 115 µM), for inactives: at the top dose activity change, negative = inhibition, usual class: inhibitors; further: potency means the concentration at half of the fitted maximal effect; nearly all actives have a fitted effect of over 65% in size
Target sequence (P08659 whole entry, looked up): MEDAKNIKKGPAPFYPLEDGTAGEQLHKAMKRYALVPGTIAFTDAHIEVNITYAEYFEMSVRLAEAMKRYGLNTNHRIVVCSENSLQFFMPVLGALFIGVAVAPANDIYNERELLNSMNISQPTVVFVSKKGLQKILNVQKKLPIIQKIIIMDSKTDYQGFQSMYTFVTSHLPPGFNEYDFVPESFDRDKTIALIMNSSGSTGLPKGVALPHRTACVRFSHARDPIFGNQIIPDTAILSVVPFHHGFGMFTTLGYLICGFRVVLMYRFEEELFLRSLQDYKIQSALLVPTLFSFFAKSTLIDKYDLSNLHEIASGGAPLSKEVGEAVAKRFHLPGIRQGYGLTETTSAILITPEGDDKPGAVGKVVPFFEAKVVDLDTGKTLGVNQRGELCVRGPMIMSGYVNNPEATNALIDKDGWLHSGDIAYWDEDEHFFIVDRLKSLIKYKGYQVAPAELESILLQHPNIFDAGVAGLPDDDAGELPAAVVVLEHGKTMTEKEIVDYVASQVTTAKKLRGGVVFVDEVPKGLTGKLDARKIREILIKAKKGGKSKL
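Biochemical qHTS: compound (6-point titration) added to 10uM D-luciferin plus 10uM ATP in Tris acetate pH 7.5 buffer with Mg, Tween-20 and BSA, then purified enzyme at 10nM; light output imaged.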
GPT2 inh = Primary qHTS assay for inhibitors of Glutamate pyruvate transaminase 2 (GPT2); Potency, µM (doses to about 57.7 µM), inactives show at the top dose activity change, negative = inhibition, hits mostly inhibitors; AID 1671188, 2021; Recombinant GPT2, coupled pyruvate oxidase/HRP Amplex Red fluorescence; 100,000 compounds, 0.25% hits; Alanine aminotransferase 2 (Homo sapiens), Q8TD30; further: potency means the concentration at half of the fitted maximal effect; nearly all actives have a fitted effect of over 60% in size; many of its hits are not listed in these tables
Target sequence (Q8TD30 whole entry, looked up): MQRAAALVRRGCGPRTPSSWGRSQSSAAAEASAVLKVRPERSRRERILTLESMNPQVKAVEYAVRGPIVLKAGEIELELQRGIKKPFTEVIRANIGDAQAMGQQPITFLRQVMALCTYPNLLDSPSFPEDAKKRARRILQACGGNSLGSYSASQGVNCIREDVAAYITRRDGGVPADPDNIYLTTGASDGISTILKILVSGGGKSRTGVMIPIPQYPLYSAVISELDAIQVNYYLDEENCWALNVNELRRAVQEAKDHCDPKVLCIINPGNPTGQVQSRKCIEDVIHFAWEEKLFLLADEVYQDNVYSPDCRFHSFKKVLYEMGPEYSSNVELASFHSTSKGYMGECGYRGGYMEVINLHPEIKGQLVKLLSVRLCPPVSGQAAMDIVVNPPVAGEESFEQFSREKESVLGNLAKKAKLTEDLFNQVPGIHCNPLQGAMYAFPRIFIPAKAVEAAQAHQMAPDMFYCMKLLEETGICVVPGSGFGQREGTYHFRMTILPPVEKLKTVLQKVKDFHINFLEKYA
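Fluorescence of coupled pyruvate oxidase/HRP/Amplex Red system (50uM Amplex, 30 min, dark) reports pyruvate formed by GPT2. Enzyme reaction: 10ng/uL GPT2, 2mM L-alanine, 250uM a-KG, 30 min room temperature, pH 7.5; 50uM AOA control.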
HEK293 viab = GF-AFC viability counterscreen for inhibitors of alpha-synuclein gene (SNCA) expression; 150,000 compounds, 0.12% hits; HEK-293-SNCA-luc viability, GF-AFC fluorescence, 24 h; Potency, µM (top dose mostly 57.1 µM), for the others: at the highest dose activity change, negative = cytotoxicity, hits mostly cytotoxic;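 further: potency means the concentration at half of the fitted maximal effect; 0% = DMSO-treated cells and -100% = medium-only wells without cells; nearly all actives have a fitted effect of over 30% in size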
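HEK-293-SNCA-luc cells (1500/well) plated 24 h, then exposed 24 h to a dilution series; GF-AFC added 30 min at 37C, fluorescence 405/540 nm; normalised to medium-only and DMSO wells, Hill fit.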
3T3 cytotox = Cytotoxic Profiling in NIH 3T3 Cell Line of Diverse Libraries Using Quantitative High-Throughput Screening; AID 1345082, 2018; NIH 3T3 viability, CellTiter-Glo ATP luminescence, 48-72 h; 94,000 compounds, 4.3% hits; Potency, µM (highest dose often 96.7 µM), inactives show top-dose activity change, negative = cytotoxicity, actives largely listed as inhibitors; further: potency means the concentration at half of the fitted maximal effect; nearly all actives have a fitted effect of over 55% in size
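ATP-dependent luminescence (CellTiter-Glo) served as the viability signal for NIH 3T3 cells treated with compound for 48 or 72 hr at 37 °C.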
SNCA expr inhib = Primary qHTS assay for inhibitors of alpha-synuclein gene (SNCA) expression. HEK-293 SNCA-luciferase knock-in, luminescence, 24 h. Potency, µM (top dose mostly 57.2 µM), inactives show top-dose activity change, negative = inhibition, actives largely listed as inhibitors. 140,000 compounds, 0.17% hits. AID 1671194, 2021;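 further: potency means the concentration at half of the fitted maximal effect; plate controls were DMSO cells for no effect and cell-free wells for full effect; nearly all actives have a fitted effect of over 45% in size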
* hit, by the source's call; i = inactive; ? = inconclusive; . = not tested or not shown; [ ] = dose if it differs, or a comment. Unless noted, the call rests on the fitted dose curve; in most records, active means well fitted curve in the direction sought with a large enough effect; inconclusive means small, poorly fitted or top-dose-only effect, or another doubt; inactive means no such curve, though single readings can be large; an effect the other way counts as inactive or inconclusive. Unless noted, on the % scale 0 is the no-effect control and ±100 the full control effect. A portion of the library. The share of hits here may be higher or lower than overall.

The line under a structure holds: IP6K1 inh	HEK293 tox	Luciferase inh	GPT2 inh	HEK293 viab	3T3 cytotox	SNCA expr inhib
> O=C(CN1C(=O)CCc2cc(Br)ccc21)Nc1ccc(OC(F)(F)F)cc1
 : 1.5	.	.	.	7.9%	.	-4.1%
> CN(C)[C@@H]1[C@@H](NS(=O)(=O)c2cc(F)c(F)cc2F)[C@H]2CCO[C@H]21
 : -8.4	-0.3%	-9.8%	3.2%	-3.5%	-3.7%	10.2%
> CCCNc1ncc(CN2CCCC(c3ccc(C(=O)O)cc3)C2)cn1 (centres undefined)
 : 12.0	i	2.6%	-23.3%	0.9%	-3.7%	-25.7%
> Cc1cc(-c2ccccc2)n2nc(-c3ccc(Cl)cc3)cc2n1
 : -19.6	.	.	.	-5.6%	.	10.1%
> COc1ccc(C2C(=O)N(C3CCCCC3)CC(=O)N2CCC2=CCCCC2)cc1 (centres undefined)
 : 7.4	.	.	.	?	.	22.4µM*
> CCCCS(=O)(=O)N1CCC(n2cc(CN3CCCC3)nn2)CC1
 : 9.8	-23.6%	9.9%	i[11.5 µM]	-0.9%	-7.9%	-7.1%
> COc1cccc(-c2cc3c(ccn3C(C)C)c(C(=O)NCc3c(C)cc(C)[nH]c3=O)n2)c1
 : -0.4	?	-25.5%	i	-28.6%	?	-13.8%
> CCCNC(=O)C(C)(C)Oc1nn(Cc2ccccc2)c2ccc(COC)cc12
 : -8.4	?	-1.4%[172 µM]	1.7%[88.5 µM]	-2.7%[87.6 µM]	?	9.5%[87.6 µM]
> Cc1nc(SCc2cc(=O)c3cccc(F)c3[nH]2)n[nH]1
 : 3.1	.	.	.	3.7%	.	-1.7%
> O=C(c1ccccn1)N1CC2(Cc3ccccc3NC2=O)C1
 : 1.8	i	.	i	-8.3%[87.6 µM]	i	15.8%[87.6 µM]
> COCc1cc(=O)n(CC(=O)Nc2cccc(Cl)c2C)c(N2CCOCC2)n1
 : 22.3	4.8%	6.5%	i	-15.8%	-6.9%	-13.7%
> O=C(OCC(O)CO[C@@H]1O[C@H](C(=O)O)[C@@H](O)[C@H](O)[C@H]1O)c1ccccc1 (some centres undefined)
 : 3.6	.	.	?	-16.9%	.	.
> CCn1cnnc1CC1CCN(C(=O)c2cccc(C)c2)C1 (centres undefined)
 : 10.6	1.7%	-3.4%	i	0.1%	3.9%	-18.0%
> Cc1nccnc1N1CCC(N2CCCC(C(=O)NCCc3ccccc3)C2)CC1 (centres undefined)
 : -1.4	-25.4%	0.3%	-0.1%	-0.5%	2.5%	-10.7%
> CCOC(=O)c1[nH]c(C)c(CCC(=O)NCc2cccc(Cl)c2)c1C
 : 20.9	.	.	.	0.9%	.	4.2%
> N#Cc1ccc(NC2CC(c3cc(N4CCC(O)C4)ncn3)C2)nc1 (centres undefined)
 : -8.8	-8.7%	0.0%	i	4.0%	15.8µM*	3.1%
> CNC(=O)CCn1ncc2cc(OCc3ccccc3-c3ccccc3COC)ccc21
 : -10.1	89.1µM*	-18.6%[172 µM]	-0.4%[88.5 µM]	-29.5%[87.6 µM]	?	-25.4%[87.6 µM]
> CCOC(=O)c1cn(C2CN(C(=O)Nc3ccc(F)cc3F)C2)nn1
 : 20.7	1.0%	-2.6%	-4.8%	-3.7%	-4.5%	-12.4%
> Cn1nc(-c2nncn2-c2ccccc2)c2c1CCN(C(=O)C1CCOCC1)C2
 : 2.3	-5.8%	.	i	-17.4%	4.9%	-10.7%
> CC(C)c1ccc(CN2CCC3OCCN(c4ccccc4)C(=O)C3C2)cc1 (centres undefined)
 : -3.3	?	5.6%[172 µM]	-17.6%[88.5 µM]	2.2%[87.6 µM]	?	-5.2%[87.6 µM]
> Cc1noc(-c2cccn3c(CNC(=O)CCc4ccccc4)nnc23)n1
 : 5.8	-4.7%	-1.8%	2.6%	10.6%	-9.2%	7.2%
> Cc1ccc([S+](=O)([O-])NC2CCN(CCn3nc4n(c3=O)CCCC4)C2)cc1 (centres undefined)
 : 2.1	-19.2%	.	.	.	-12.0%	.
> COCCNC(=O)[C@@H]1C[C@H](Oc2ccccc2)CN1C(=O)c1ccc(OC)c(F)c1
 : 28.6	-7.1%	3.8%	i	-28.2%	-8.6%	16.2%
> NC(=O)Nc1cc(-c2cccc(F)c2)sc1C(=O)NC1CCCNC1 (centres undefined)
 : -14.1	.	.	2.9%	?	.	.
> O=C(NC1CCCCCC1)c1ccc(Cn2ccn3nc4c(c3c2=O)CCCC4)cc1
 : -1.3	?	-21.4%	-9.6%	-11.1%	?	-14.4%
> COc1ccc(CCNC(=O)Cc2c(C)c3c(cc(C)c4c(C)coc43)oc2=O)cc1OC
 : -19.7	.	.	.	-8.9%	.	-15.4%
> CCOC(=O)c1nc(Nc2ccc(Cl)cc2)c2c(C)noc2n1
 : -3.5	.	.	.	10.8%	.	0.3%
> COc1ccc(C(=O)N2CCCC(C(=O)N3CCC(c4nc5ccncc5[nH]4)CC3)C2)cc1 (centres undefined)
 : -3.4	i	.	i	4.7%	-13.4%	-0.2%
> COc1cccc(-c2cc(C(=O)NCc3cccc(C(F)(F)F)c3)c3cnn(C)c3n2)c1
 : 2.8	25.1µM*	.	.	.	?	.
> O=C(c1ccc(F)cc1F)N1CCC(n2cnnc2C2CC2)CC1
 : -6.5	0.8%	0.8%	i	-5.9%	i	10.5%

Some of the entries above, reformatted.
COCCNC(=O)[C@@H]1C[C@H](Oc2ccccc2)CN1C(=O)c1ccc(OC)c(F)c1
- IP6K1 inh: 28.6
- HEK293 tox: -7.1%
- Luciferase inh: 3.8%
- GPT2 inh: i
- HEK293 viab: -28.2%
- 3T3 cytotox: -8.6%
- SNCA expr inhib: 16.2%
NC(=O)Nc1cc(-c2cccc(F)c2)sc1C(=O)NC1CCCNC1 (centres undefined)
- IP6K1 inh: -14.1
- HEK293 tox: .
- Luciferase inh: .
- GPT2 inh: 2.9%
- HEK293 viab: ?
- 3T3 cytotox: .
- SNCA expr inhib: .

(list continues)
The line under a structure holds: IP6K1 inh	HEK293 tox	Luciferase inh	GPT2 inh	HEK293 viab	3T3 cytotox	SNCA expr inhib
> CCOc1ccccc1C(=O)NCC(c1ccc(N(C)C)cc1)N1CCCC1 (centres undefined)
 : -6.0	.	.	.	-7.0%	.	-18.3%
> Cc1ccc(NC(=O)Cn2c(C)cc3nc4n(c(=O)c32)CCCCC4)cc1
 : -10.1	?	0.1%	i	-9.0%	?	-9.8%
> Cc1cccc(Cn2c(C)c(C)c3cc(C(=O)NCc4ccc(C)o4)ccc32)c1
 : 33.8	.	.	.	?	.	16.7%
> Cc1ccc(-c2noc(-c3nnn4c3COC(c3ccc(Cl)cc3)C4)n2)cc1 (centres undefined)
 : -4.7	1.4%	-7.2%	-3.1%	-10.0%	i	?
> CS(=O)(=O)N1C[C@@H]2OCC(=O)N(CC3CC3)[C@@H]2C1
 : 15.7	i	-6.3%[230 µM]	2.8%[88.5 µM]	1.4%[87.6 µM]	i	3.8%[87.6 µM]
> COc1ccc(CNC(=O)NC2CCc3nn(CC4CC4)c(=O)n3CC2)cc1 (centres undefined)
 : -12.0	i	8.7%	i	5.7%	3.9%	-15.0%
> COc1ccc(-c2cn3nc(N4CCCC(C(=O)Nc5ccccc5OC)C4)sc3n2)cc1 (centres undefined)
 : 25.2	.	.	.	-11.6%	.	72.8%[activator]
> O=C(NCCc1ccccc1)c1nc2sccn2c1-c1cccc(C(F)(F)F)c1
 : -4.3	?	.	i	2.3%	?	-29.4%
> COC(=O)c1ccccc1NC(=O)C1CCCN(c2nnc(C)c3c(C)n(-c4ccccc4)nc23)C1 (centres undefined)
 : 13.4	.	.	.	-12.8%	.	10.5%
> CC(C)Oc1ccc(CNC(=O)Cn2ncn3nc(-c4cccs4)cc3c2=O)cc1
 : 4.7	.	.	.	14.6%	.	0.5%
> CO[C@H]1[C@H](NC(=O)c2cc3ccccc3n2C)c2ccccc2C12CCNCC2
 : -6.7	35.5µM*	-4.7%	-2.5%	?	22.4µM*	-3.9%
> CCN1c2cc(C(=O)Nc3cccc(OC(F)(F)F)c3)ccc2C(=O)N2CCCCCC21 (centres undefined)
 : 9.3	?	1.8%	i	9.3%[12.5 µM]	28.2µM*	?
> CCOc1ccc(N(C(=O)c2ccc(OC)cc2)S(=O)(=O)c2ccc3c(c2)n(C)c(=O)n3C)cc1
 : 10.4	.	.	.	-10.0%	.	41.9%[activator]
> Cc1ccc(CNC(=O)N2CCCC(Cn3cnc4cccnc43)C2)cc1 (centres undefined)
 : -5.2	?	3.0%	-0.1%	-0.5%	-10.5%	3.5%
> COc1ccc(C2c3[nH]c4ccccc4c3CCN2C(=O)CCC2CCCC2)cc1 (centres undefined)
 : 28.3	.	.	.	2.2%	.	-22.8%
> O=C(CCSCc1ccccc1Cl)N1CCN(c2ccc(F)cc2)CC1
 : -16.8	.	.	.	0.5%	.	7.6%
> O=C(CSc1nc(=O)n(Cc2ccncc2)c2c1CCC2)Nc1ccccc1
 : -3.3	.	.	.	4.7%	.	2.6%
> O=C(c1cccs1)N1CCC2(CC1)N=C(c1ccc(Cl)cc1)NO2
 : -2.0	-7.6%	0.4%	1.5%	1.1%	-16.8%	-14.0%
> CSc1ccc(-c2cccc(C(=O)NCC(=O)NCc3ccc(C(F)(F)F)cc3)c2)cc1
 : -9.4	44.7µM*	.	i	-13.8%	?	4.1%
> O=C(c1ccc(Cl)cc1)n1nc(-c2cccnc2)nc1NCc1ccc(F)cc1
 : 2.4	.	.	.	-15.1%	.	23.9%
> COC1CCOC2(CCN(C(=O)c3cccnc3)CC2)C1 (centres undefined)
 : -11.0	3.2%	-11.9%	i	-2.5%[12.5 µM]	-13.8%	-26.0%
> O=C(c1ccccn1)N1CCCC(c2noc(COc3ccccc3)n2)C1 (centres undefined)
 : 3.1	-2.1%	-10.9%	1.7%	2.7%[12.5 µM]	-10.4%	-19.4%
> CCS(=O)(=O)c1ncc(N(Cc2ccccc2)Cc2ccco2)c(C(=O)Nc2cccc(Cl)c2C)n1
 : 1.1	.	.	.	2.6%	.	-11.3%
> COC(=O)c1cc(Cl)ccc1NC(=O)Cn1c(C)cc(C)c(C#N)c1=O
 : 19.6	.	.	.	6.4%	.	18.7%
